aDG glyco up: activators of alpha-DG glycosylation, primary screen, uHTS, Pro5-aDG cells, AlphaScreen; activation, % at 10 µM; hit rate 0.22% among 360,000; alpha-DG glycosylation AlphaScreen (IIH6); 0% Pro5, 100% B10-LARGE cell signal;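 active = activation of at least 8% versus controls, or a plate z-score of at least 8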;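 also: Pro5 are CHO cells carrying HIG-tagged alpha-DG that lacks glycosylation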
Granule exo inh: LAMP-1 surface exposure blockers, TALL-104 cells – cell-based, flow cytometry, MLPCN library, primary screen; TALL-104 LAMP-1 surface exposure; cells stimulated with thapsigargin and PMA; inhibition, % at 10 µM; hit rate 0.66% among 360,000; AID 651702, 2012;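 active = inhibition above about 55%, limit read from the data; inconclusive = no clear call, values can overlap the other calls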
CaV13 ICDI inh: Primary screen for inhibitors of IQ motif and Ca2+-dependent inactivation inhibitor domain binding in CACNA1D, Förster resonance energy transfer in living cells, …; hit rate 0.098% among 340,000; inhibition, % at 12.3 µM; HEK cells, CFP/YFP FRET ICDI-IQ, plate reader, 10 min; percent FRET-ratio fall versus neutral wells;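 active = mean replicate inhibition of at least 30% and at least 1% of replicates passing that level; inconclusive = only one of the two criteria is met; inactive = neither criterion is met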;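 also: 0% = median of the neutral control wells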
m5-HT2A agonist: mouse Htr2a agonists via beta-arrestin recruitment, primary screen, cell-based, luminescence. 5-hydroxytryptamine receptor 2A (Mus musculus), P35363. CHO-K1 mHTR2A beta-arrestin complementation; percent of 30 µM serotonin response. activation, % at 7.6 µM. hit rate 0.66% among 360,000. AID 624169, 2012;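 active = activation above a run cutoff, the mean activation of all tested compounds plus 3 SD, cut at about 14% in these data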;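 also: 0% = plate median of compound wells and 100% = 30 µM serotonin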
Target sequence (P35363 whole entry, looked up): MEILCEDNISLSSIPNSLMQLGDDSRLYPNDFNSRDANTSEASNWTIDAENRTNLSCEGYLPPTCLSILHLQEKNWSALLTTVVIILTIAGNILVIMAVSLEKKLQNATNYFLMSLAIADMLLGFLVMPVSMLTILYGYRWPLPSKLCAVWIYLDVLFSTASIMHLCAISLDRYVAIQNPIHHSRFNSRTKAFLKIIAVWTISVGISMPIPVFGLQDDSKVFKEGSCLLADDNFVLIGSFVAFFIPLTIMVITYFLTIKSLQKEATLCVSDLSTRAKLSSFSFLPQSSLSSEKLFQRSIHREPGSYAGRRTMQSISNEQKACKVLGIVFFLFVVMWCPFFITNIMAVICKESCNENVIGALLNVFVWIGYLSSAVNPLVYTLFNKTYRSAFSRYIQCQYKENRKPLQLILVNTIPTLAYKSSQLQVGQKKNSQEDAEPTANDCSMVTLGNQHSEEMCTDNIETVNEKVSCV
Vif inh: HIV Vif self-association inhibitors, primary screen, imaging, HEK293T, single point | hit rate 0.35% among 340,000 | HEK293T cells, Vif self-association by quenched fluorescence, 24 h | inhibition, % at 7.49 µM; in the data active = inhibition above about 50%, passing the limit was not always enough; inconclusive = no clear call, values can overlap the other calls; inactive = below about 31%; also: some results filed as inactive read as strong as hits
hiPSC survival: enhancers of single-cell hiPSC survival, primary screen, ATPlite luminescence; AID 602274, 2012; 100% = ROCK inhibitor wells, 0% = DMSO; survival enhancement, % at 20 µM; hit rate 0.044% among 360,000; in the data active = survival enhancement above about 18%;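 also: cells exposed to compounds for 16 hours before the ATP read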
PDI inh: inhibitors of human PDI, primary screen, biochemical, turbidity, single point, plate reader | inhibition, % at 10 µM | hit rate 0.052% among 350,000 | PDI insulin aggregation turbidity, A650, 90 min;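 active = mean inhibition across replicates of 30% or more, whatever share of single replicates reach that level; inconclusive = mean inhibition below 30% while every single replicate reaches 30%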;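 also: absorbance from insulin aggregation driven by PDI reduction with DTT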
Target sequence (P07237 whole entry, looked up): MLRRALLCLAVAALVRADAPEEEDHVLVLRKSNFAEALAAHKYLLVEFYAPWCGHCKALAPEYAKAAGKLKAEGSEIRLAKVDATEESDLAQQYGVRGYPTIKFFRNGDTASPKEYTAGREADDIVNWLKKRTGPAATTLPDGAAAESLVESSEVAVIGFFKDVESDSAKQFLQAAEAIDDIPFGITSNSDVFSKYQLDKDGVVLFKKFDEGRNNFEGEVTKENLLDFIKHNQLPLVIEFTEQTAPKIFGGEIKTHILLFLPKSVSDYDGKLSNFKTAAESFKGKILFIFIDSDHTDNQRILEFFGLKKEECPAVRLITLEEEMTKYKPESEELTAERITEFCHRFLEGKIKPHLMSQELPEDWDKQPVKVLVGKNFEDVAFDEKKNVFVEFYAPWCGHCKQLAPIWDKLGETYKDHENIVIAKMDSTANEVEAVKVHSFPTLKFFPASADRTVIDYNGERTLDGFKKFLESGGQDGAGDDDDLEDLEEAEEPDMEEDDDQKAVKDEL
Cardio protect: cardioprotection against H2O2-induced cell death, primary screen, uHTS, H9c2 cells, ATPLite luminescence. H9c2 cardiomyocytes, H2O2 injury protection, 2 h. protection from H2O2 cell death, % at 20 µM. hit rate 0.63% among 360,000;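 active = compounds giving at least 50% protection of heart cells from peroxide-induced death in the single-dose screen, raw or plate-pattern-corrected value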;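 also: 0% = DMSO wells with peroxide and 100% = DMSO wells without peroxide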
ABCB6 inh MLPCN: ABCB6 transporter inhibitors, primary screen, K562-ABCB6 cells, flow cytometry, MLPCN library; fluorescence ratio to DMSO, % at 10 µM; AID 602162, 2011; hit rate 0.19% among 360,000; K562-ABCB6 porphyrin accumulation, 1 h; active compounds read low;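 active = fluorescence ratio to DMSO below 75%, the collection mean minus 3 SD; inconclusive = too few cells collected in the well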;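 also: signal is porphyrin accumulated inside mitochondria; 100% equals median channel fluorescence of DMSO control wells; lower ratio means ABCB6 inhibition with less porphyrin fluorescence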
N-glyco inh: increase of ERlucT glycosylation luciferase signal, primary screen, N-linked glycosylation inhibitor project, D54 ERlucT cells, luminescence, set 2; D54 ERlucT glycosylation luciferase reporter, 24 h; percent of 100 nM tunicamycin response; hit rate 0.23% among 360,000; reporter increase, % at 12.5 µM; AID 588692, 2011;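 active = mean luciferase reporter signal, scaled so untreated is 0 and the glycosylation-blocking control 100, at or above a set limit in every replicate; inconclusive = mean reaches the limit but not every replicate does; inactive = mean below the limit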;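 also: luciferase carries N-glycosylation sites so blocking glycosylation raises the light; 0% = median of neutral control wells and 100% = median of 100 nM tunicamycin wells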
An asterisk follows results filed as active; ? = inconclusive; · = no result given.

The opening two compounds (preview)
SMILES	aDG glyco up	Granule exo inh	CaV13 ICDI inh	m5-HT2A agonist	Vif inh	hiPSC survival	PDI inh	Cardio protect	ABCB6 inh MLPCN	N-glyco inh
CCCOC(=O)c1ccc(Oc2c(-c3ccc(OCC)cc3O)n[nH]c2C)cc1	0.0	20	-11	0	·	3.1	4	-22	93	-5
CCCOc1ccc(/C=C/C(=O)N2CCN(C(=O)c3ccco3)CC2)cc1OC	0.2	14	-6	2	4	-0.8	-1	10	92	-4

Results, previewed entries included:
SMILES	aDG glyco up	Granule exo inh	CaV13 ICDI inh	m5-HT2A agonist	Vif inh	hiPSC survival	PDI inh	Cardio protect	ABCB6 inh MLPCN	N-glyco inh
CCCOC(=O)c1ccc(Oc2c(-c3ccc(OCC)cc3O)n[nH]c2C)cc1	0.0	20	-11	0	·	3.1	4	-22	93	-5
CCCOc1ccc(/C=C/C(=O)N2CCN(C(=O)c3ccco3)CC2)cc1OC	0.2	14	-6	2	4	-0.8	-1	10	92	-4
CC(=O)c1cccc(NC(=O)c2ccc3c(c2)C(=O)N(Cc2cccnc2)C3=O)c1	0.0	2	-6	-1	-3	-0.3	22	8	91	0
COC(=O)CCc1c(C)c(C(=O)c2ccc(F)cc2)c2ccccn12	0.4	-7	-3	1	-4	0.2	1	-7	97	-1
COC(=O)CC1COc2ccccc2N1S(=O)(=O)c1ccc(OC)cc1 (stereo not given)	0.1	-8	-12	2	-3	-0.7	-1	2	101	23
O=C(CCc1nc(-c2ccccc2F)no1)NC1CCCCCC1	0.5	-3	-2	-4	2	2.6	10	-12	99	-1
COc1cc(/C=N/NC(=O)c2nc(C)cc(C)n2)ccc1O	0.0	4	·	-7	-1	2.7	9	2	93	2
Cn1c(N)c(C(=O)COC(=O)CNS(=O)(=O)c2ccc(Cl)c(Cl)c2)c(=O)n(C)c1=O	-0.2	-4	-6	0	7	3.4	12	10	97	1
CNC(=O)c1cc2c(cn1)[nH]c1ccccc12	0.2	-4	-5	12	-4	-1.4	1	10	100	8
COc1ccc(S(=O)(=O)Nc2ccccc2C)cc1C(=O)N1CCOCC1	-0.2	0	-5	2	-1	3.0	2	0	95	1
CC1C(=O)N(Cc2cn(CC3CCCCC3)nn2)CCS(=O)(=O)N1Cc1ccc(-c2ccc(Cl)cc2)cc1 (stereo not given)	1.1	22	·	4	-2	1.6	1	-15	105	-5
CCn1c(CNc2ccc(F)cc2)nnc1SCC#N	-0.3	-8	-1	7	4	2.8	-2	3	100	4
CC(C)(C)c1ccc(C(=O)N2CCC2(C)C(=O)NS(=O)(=O)c2ccc(C#N)cc2)cc1 (stereo not given)	0.0	1	-3	-2	·	0.8	2	2	100	2
CCCC(=O)NC(c1ccc(Cl)cc1Cl)c1ccc2cccnc2c1O (stereo not given)	0.1	4	-5	2	-5	-0.1	-2	33	97	-11
C=CCNC(=S)Nc1ccccc1	0.1	4	-9	5	11	-2.1	-17	-2	95	1
C=C(C)CSc1nnc(CCNC(=O)OC(C)(C)C)o1	0.0	2	-7	2	-3	0.1	-3	4	100	0
CCN(CC)Cc1c(CC(C)C)oc(C)c1C(=O)O	-0.2	-1	-10	1	-3	-3.3	0	-7	100	1
COc1ccc2cc(C(N)=O)/c(=N/NC(=O)c3ccco3)oc2c1	-0.4	10	-5	5	-10	-1.7	-4	28	100	7
COc1cccc(OCC(O)CN2CCN(CCN3C(=O)c4cccc5cccc(c45)C3=O)CC2)c1 (stereo not given)	0.5	2	-5	-9	-2	-1.8	2	26	99	34*
CC1CSC(N(C(=O)c2ccc(S(C)(=O)=O)cc2)c2ccc(Cl)cc2)=N1 (stereo not given)	0.5	-2	-6	0	1	1.2	-5	-4	95	4
CC(=O)Nc1ccc(C(=O)OCC(=O)NCc2cccs2)cc1	0.0	21	-3	-4	0	-0.3	16	2	97	2
O=C(c1ccc(N2C(=O)CCC2=O)cc1)N1CCOCC1	-0.2	2	·	-2	21	-0.5	5	-2	96	3
O=C(COC(=O)c1cccs1)Nc1ccc(Cl)cn1	-0.1	-5	-5	5	6	-3.2	1	-8	96	2
CC1CC(C)CN(C(=O)c2ccc3c(c2)N(Cc2ccccc2)CCS3)C1 (stereo not given)	-0.2	4	·	-1	6	2.3	·	-18	94	-14
CCCn1c(=O)c2c(nc3n2CCN3Cc2ccco2)n(C)c1=O	-0.1	-2	1	6	-2	0.9	5	-3	97	8
COc1ccccc1Nc1nnc(SC(C)C(=O)NC2CC2)s1 (stereo not given)	0.5	2	-8	15*	2	-0.5	-7	1	102	3
CCCC(=O)Nc1c(O)c2ccccc2[nH]c1=O	0.0	0	-4	-1	3	-2.3	5	-6	99	0
CC(C)(C)CC(=O)Nc1cccc(-c2cn3cccnc3n2)c1	-0.5	0	0	-1	·	-3.5	-12	-4	97	0
CCCCc1ccc(S(=O)(=O)Nc2nnc(C)s2)cc1	0.0	-1	-5	-4	10	-0.3	-5	5	95	2
CC(NC(=O)COC(=O)CN1C(=O)C2CCCCC2C1=O)c1ccccc1 (stereo not given)	-0.3	2	-3	-1	-6	-0.9	-8	2	97	-1
CC1(C)CC2CC(C)(CN2C(=O)CCCN2C(=O)c3ccccc3C2=O)C1 (stereo not given)	0.2	-4	·	-1	13	4.1	-5	1	102	-2
CCC/C=C1/CCCOC(C(=O)NCc2ccc(C)o2)(C(F)(F)F)C1 (stereo not given)	-0.1	2	-5	3	-1	-3.1	1	3	106	0
CSCC[C@H](NC(=O)[C@H](Cc1ccccc1)n1c(=O)[nH]c2ccccc2c1=O)C(=O)N1CCC[C@@H]1C(=O)O	-0.1	2	·	8	14	4.9	·	4	101	0
Cc1c(NC(=O)CSc2n[nH]c(=O)n2-c2ccccc2)c(=O)n(-c2ccccc2)n1C	0.2	4	-5	-4	-5	0.4	-5	-1	96	1
O=C1CC(N2CCN(c3ccc(F)cc3)CC2)C(=O)N1Cc1ccccc1 (stereo not given)	-0.1	5	-5	-3	5	0.7	-2	0	98	0
Cc1cc(C(=O)OCC(=O)NCc2cccs2)ccc1[N+](=O)[O-]	0.0	3	-2	2	15	5.8	-3	-3	105	3
CCOC(=O)C(=O)C1=C(N2CCOCC2)/C(=C\c2cccc([N+](=O)[O-])c2)CC1	-0.3	-2	0	-3	3	3.2	-2	0	106	2
O=C(NC1CCCCC1)c1ccc(Cn2cc(Cl)cn2)cc1	0.0	-6	-5	-2	-3	-2.1	-8	-5	89	1
CC(Oc1cc2oc(=O)c3c(c2cc1Cl)CCC3)C(=O)NCCCn1ccnc1 (stereo not given)	-0.5	-3	-2	-2	-2	-0.2	-1	2	106	1
C=C(C)c1cccc(C(C)(C)NC(=O)NCC2COCCO2)c1 (stereo not given)	-0.3	-4	-5	2	12	3.3	-10	3	97	3
CCOC(=O)CCNC(=O)Nc1ccc2nc(C)n(Cc3ccc(Cl)cc3)c(=O)c2c1	-0.3	-2	-10	-4	-1	-0.5	0	2	93	-2
N/C(=N\OC(=O)c1cc(Cl)ccc1Cl)c1ccncc1	-0.2	-1	-18	1	0	2.2	-7	-3	90	1
COc1cc2oc(=O)cc(CN3CCCCC3)c2cc1Cl	-0.1	-4	-5	-2	·	2.6	·	1	99	1
COC(=O)NC(=C(Cl)Cl)S(=O)(=O)c1ccccc1	-0.2	0	-1	-2	12	-0.6	-12	2	99	51*
CNS(=O)(=O)c1cc(C(=O)NCc2ccco2)ccc1Cl	0.0	6	·	-3	3	-0.2	5	15	99	-2
Cc1ccc2nc(N3CCN(Cc4nnnn4C4CCCC4)CC3)c(C#N)cc2c1	0.2	-2	-6	-1	·	-1.5	?	-14	104	·
CCCn1nc(C(=O)Nc2ccc3c(c2)OCO3)c2ccccc2c1=O	0.1	-1	-3	-1	0	0.5	-4	-1	90	-3
CC(=O)C1=C(C)NC2(O)c3ccccc3C(=O)C12O (stereo not given)	-0.2	-2	-4	-2	-9	-1.6	12	5	102	5
Cc1cc(C)c(C#N)c(N2CCN(CCOc3ccc(Cl)cc3)CC2)n1	-0.3	-2	-10	-4	4	1.0	-1	5	99	3
CC(=O)Nc1cc(-c2ccc(CO)cc2)cn2c(-c3cccc(C(F)(F)F)c3)cnc12	0.1	-1	-8	-5	-19	5.1	3	6	102	1
Cc1ccc(-c2cc(C(=O)Nc3cccnc3)c3ccccc3n2)s1	-0.1	4	-6	-5	?	-0.3	1	-1	97	8
O=C(O)c1ccc(N2CCOCC2)c(N2C(=O)C3C4C=CC(C4)C3C2=O)c1 (stereo not given)	0.0	-4	-5	-5	-1	-1.1	1	1	98	0
Nc1nc(Nc2cccc(C(F)(F)F)c2)nc(C(F)(F)F)n1	0.4	-3	-2	11	3	7.4	-6	-12	93	10
CC(=O)Nc1cccc(NC(=O)c2cc(-c3cccnc3)nc3ccc(Br)cc23)c1	2.5	0	-7	-2	·	2.2	5	80*	101	-3
O=C(NC(=S)Nc1ccc(S(=O)(=O)Nc2nccs2)cc1)c1cccnc1	0.3	3	-27	2	11	-0.4	-4	5	96	3
CCCNc1c(NS(=O)(=O)c2ccc(Cl)s2)c(=O)oc2ccccc12	3.4	-1	-3	-4	-1	0.3	-4	1	92	1
COc1cc(-c2csc(CCn3nc(C)cc3C)n2)cc(OC)c1OC	-0.3	-6	0	6	?	0.2	4	-1	99	1
CCOC(=O)C[C@@H]1OC[C@H](Cc2ccccc2)N1S(=O)(=O)c1ccc(C)cc1	-0.1	0	-12	2	·	·	·	·	·	·
CCCNC(=O)N1c2ccccc2Sc2ccccc21	0.1	2	-21	0	3	-0.5	5	2	98	0
COc1cc2ccc(C(C)=O)cc2cc1OC	0.1	0	-4	4	·	-2.0	-5	-2	97	1

Going on with the list:
SMILES	aDG glyco up	Granule exo inh	CaV13 ICDI inh	m5-HT2A agonist	Vif inh	hiPSC survival	PDI inh	Cardio protect	ABCB6 inh MLPCN	N-glyco inh
COc1ccc(NC(=O)NC23CC4CC(CC(C4)C2)C3)cc1OC	-0.2	10	·	-6	1	9.4	4	24	100	-3
Cc1cccc(N(C(=O)CNC(=O)c2ccco2)C(C(=O)NC2CCCC2)c2ccncc2)c1 (stereo not given)	-0.2	5	·	-1	11	-1.7	-2	4	90	-1
Cc1csc(NC(=O)c2ccc(C)c(S(=O)(=O)N3CCCCC3)c2)n1	0.0	5	-4	2	-5	-0.2	6	-1	96	-1
O=C(Nc1ccc(Br)cn1)c1cccc2c1-c1ccccc1C2=O	-0.1	7	-20	-6	2	0.0	-7	7	109	14
CC12C(=O)N(c3nccs3)C(=O)C1C1C=CC2C1 (stereo not given)	-0.2	-2	-4	4	6	0.8	-1	1	100	0
Cc1cc2c(cc(C(=O)NCCCN3CCOCC3)n2Cc2ccc(Cl)cc2)o1	0.0	10	-6	0	14	-1.0	-9	14	110	-1
O=C1CC(c2ccccc2)Cc2nc3nc(C(F)(F)F)nn3cc21 (stereo not given)	0.0	12	-10	-2	·	-1.1	-10	-1	88	0
